Source: PubChem BioAssay
DT40 TDP1 no CPT: qHTS for Inhibitors of human tyrosyl-DNA phosphodiesterase 1 (TDP1): qHTS in cells in absence of CPT. AID 686978, 2013. DT40 Tdp1-/- hTDP1 cells, no CPT, ATP luminescence, 48 h. 15% of 420,000 active. Potency, µM (top dose mostly 46.2 µM), for the others: at the highest dose activity change, negative = growth inhibition, actives largely listed as inhibitors; also: nearly all actives have a fitted effect of over 55% in size
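Cells were dispensed at 400 per well, compounds added by pin tool, plates incubated ≥48 hr at 37 °C, then CellTiter-Glo added for 30 min at room temperature before luminescence reading. Line: DT40 Tdp1-/- complemented with hTDP1; camptothecin omitted.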
TDP1 inh: TDP1 (human) enzyme inhibition; 0.28% of 350,000 active; Q9NUW8; recombinant TDP1, AlphaScreen DNA substrate cleavage; AID 485290; Potency, µM (titrated, usually from 130 µM), for inactives: at the top dose activity change, negative = inhibition, actives largely listed as inhibitors; also: nearly all actives have a fitted effect of over 40% in size
Target sequence (Q9NUW8 whole entry, looked up): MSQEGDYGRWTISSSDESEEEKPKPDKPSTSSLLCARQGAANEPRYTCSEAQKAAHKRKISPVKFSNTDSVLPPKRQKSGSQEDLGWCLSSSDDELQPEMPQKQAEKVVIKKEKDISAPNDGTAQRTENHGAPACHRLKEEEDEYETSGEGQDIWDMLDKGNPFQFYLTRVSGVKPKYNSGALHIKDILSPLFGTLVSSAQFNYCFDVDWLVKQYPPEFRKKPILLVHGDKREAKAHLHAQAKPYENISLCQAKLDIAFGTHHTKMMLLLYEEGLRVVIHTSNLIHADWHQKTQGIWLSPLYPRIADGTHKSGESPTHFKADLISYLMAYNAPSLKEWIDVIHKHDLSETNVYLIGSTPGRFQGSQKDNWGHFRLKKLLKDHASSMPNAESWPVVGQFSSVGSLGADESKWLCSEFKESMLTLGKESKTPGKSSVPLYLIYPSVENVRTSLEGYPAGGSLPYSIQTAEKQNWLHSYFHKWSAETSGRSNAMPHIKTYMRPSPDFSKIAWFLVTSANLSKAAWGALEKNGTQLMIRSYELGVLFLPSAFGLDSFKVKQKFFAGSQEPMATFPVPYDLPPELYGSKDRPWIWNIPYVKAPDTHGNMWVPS
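Signal: AlphaScreen proximity between streptavidin donor and anti-FITC acceptor beads on intact substrate. Reaction: Tdp1 1 nM, substrate 15 nM final, 5 min RT after 15 min compound preincubation.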
TDP1 cell CPT: growth inhibition of DT40 Tdp1-/-;hTDP1 cells with camptothecin (screen for TDP1 inhibitors). chicken DT40 Tdp1-/-;hTDP1 cells + 20 nM CPT, ATP luminescence, 48 h. Potency, µM (titrated, usually from 46.2 µM), without a hit: top-dose activity change, negative = growth inhibition, hits mostly inhibitors. 12% of 420,000 active. AID 686979; also: nearly all actives have a fitted effect of over 55% in size
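Cell growth measured by CellTiter-Glo luminescence after a minimum 48 h, 37 C compound exposure with 20 nM CPT in Tdp1-knockout DT40 cells stably expressing hTDP1, seeded 400/well; qHTS titration format.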
* marks the source's active call; other numbers are inactive results; ? = inconclusive; . = not tested or not shown; & = joins results of further samples; [ ] = another dose, or the depositor's remark. Calls follow the shape of the dose curve; as a rule, active = well fitted curve in the direction sought with a large enough effect; inconclusive = small, poorly fitted or top-dose-only effect, or another doubt; inactive = no such curve, though single readings can be large; an effect the other way counts as inactive or inconclusive. % is scaled to controls: 0 for no effect and ±100 for the full control effect; potency is read from the fitted curve at half-maximal effect.

SMILES	DT40 TDP1 no CPT	TDP1 inh	TDP1 cell CPT
Cc1cccc(C)c1NC(=O)CN(CC(=O)O)CC(=O)O	-2.7%	10.1%	-5.9%
CC1OC(CC(=O)O)CC2=C1C(=O)c1c(O)cccc1C2=O (stereo not drawn)	0.0651µM*	.	0.103µM*
CN(C)CCOc1ccccc1Cc1ccccc1	?	-2.4%	?
COc1ccc(/C=C\C(=O)Nc2ccccc2C(=O)O)cc1OC	13.3µM*	-3.6%[56.1 µM]	13.3µM*
CN(C)CCOc1ccccc1Cc1ccccc1 (tested in a mixture with another compound)	-21.6%	.	-21.1%
C[C@@H]1C[C@H]2[C@@H]3C[C@H](F)C4=CC(=O)C=C[C@]4(C)[C@@]3(F)[C@@H](O)C[C@]2(C)[C@@]1(O)C(=O)COC(=O)C(C)(C)C	23.1µM*	5.5%	23.1µM*
CCCCCCCCCCCCCCNCCO	?	.	?
CNc1c2c(nn1C)CCCC2	20.9%&1.5%&-20.0%	2.9%	9.8%&-5.3%&8.3%
Cc1cc(C)cc(OCC2CNC(=O)O2)c1 (stereo not drawn)	1.5%&-10.5%	7.3%[56.1 µM]	-8.0%&-10.1%
O=C(Nc1ccc(Cl)c(Cl)c1)C1CC1	?	.	?
CC(=O)Nc1ccc(S(=O)(=O)Nc2cc(C)on2)cc1	-14.7%	.	8.4%
C/C(=C(\CCO)SS/C(CCO)=C(\C)N(C=O)Cc1cnc(C)nc1N)N(C=O)Cc1cnc(C)nc1N	-5.8%	.	3.3%
CCn1cc(C(=O)O)c(=O)c2cc(F)c(N3CCNCC3)nc21	?	6.7%	?
Nc1c2c(nc3ccccc13)CCCC2O (stereo not drawn)	-6.4%&-8.1%&-24.2%	10.9%[56.1 µM]	12.2%&-1.6%&-13.6%
CC(=O)Nc1ncc([N+](=O)[O-])s1	-12.1%	4.2%	-20.6%
C/C=C(/C)C(=O)OC1c2c(ccc3ccc(=O)oc23)OC(C)(C)C1OC(=O)/C(C)=C\C (stereo not drawn)	?	0.0%	?
Cc1ccnc(NC(c2cccc(O)c2)c2ccc3ccc(C)nc3c2O)c1 (stereo not drawn)	?	.	?
O=C(CS(=O)Cc1ccco1)NC/C=C\COc1cc(CN2CCCCC2)ccn1 (stereo not drawn)	-19.1%	.	-16.4%
C=CCOc1cc(Cl)ccc1C(=O)NCCN(CC)CC	-26.4%	.	9.1%
CCCCC(=O)O[C@]1(C(=O)CO)[C@H](C)C[C@H]2[C@@H]3CCC4=CC(=O)C=C[C@]4(C)[C@@]3(F)[C@@H](O)C[C@@]21C	13.3µM*	8.2%	18.8µM*
COC(=O)C1=CO[C@@H](OC2OC(CO)C(O)C(O)C2O)[C@@H]2[C@@H](C)[C@@H](O)C[C@H]12 (stereo partly drawn)	-6.3%	.	7.2%
COc1ccc(-c2ccc3cc(C(=O)O)ccc3c2)cc1C12CC3CC(CC(C3)C1)C2	0.6%	.	-15.3%
CCOc1ccc(NC(=O)Cn2cc(C(=O)c3cccs3)c3ccccc32)cc1	?	6.3%	?
O=c1ccn([C@H]2C[C@H](O)[C@@H](CO)O2)c(=O)[nH]1	-3.6%&-5.9%	11.5%[56.1 µM]	9.4%&3.6%
C/C=C/C=N/NC(=O)c1ccncc1	?	4.7%	?
The results go on.
SMILES	DT40 TDP1 no CPT	TDP1 inh	TDP1 cell CPT
COc1ccc(-n2[nH]c3c(cnc4ccccc43)c2=O)cc1	-1.2%	.	-4.9%
CCC(Sc1nc2ccccc2c2nc(CCn3cncc3C)nn12)C(=O)Nc1cccc(OC)c1 (stereo not drawn)	?	12.2%	?
CC(=O)Oc1ccc2c(c1)CC[C@@H]1[C@@H]2CC[C@]2(C)[C@@H](O)CC[C@@H]12	?	.	?
CCOC(=O)NNc1nncc2ccccc12	-3.3%&-13.9%&-6.3%	15.3%	-4.2%&-15.6%&-5.7%
NCCNC(=O)c1ccc(Cl)cn1	-11.7%	10.8%	-3.7%
COc1c(O)cc2c(c1O)[C@@H]1OC(CO)C(O)C(O)[C@H]1OC2=O (stereo partly drawn)	-9.5%	.	0.4%
O=C(O)/C=C/c1ccc(O)cc1	23.5%	.	1.2%
CC(C)(C)c1nnc(NS(=O)(=O)c2ccccc2)s1	1.6%	.	12.0%
CCC(=O)O[C@]1(C(=O)SCF)[C@H](C)C[C@H]2[C@@H]3C[C@H](F)C4=CC(=O)C=C[C@]4(C)[C@@]3(F)[C@@H](O)C[C@@]21C	-20.6%[21.1 µM]	.	-29.0%[21.1 µM]
COc1c(O)cc2c(c1O)[C@@H]1O[C@H](CO)[C@@H](O)[C@H](O)C1OC2=O (stereo partly drawn)	-4.2%	.	-5.6%
CC(C)(CO)C(O)C(=O)NCCCO (stereo not drawn)	2.8%	.	-9.5%
O=C(O)CNC(=O)c1ccccc1	4.0%&0.7%	-14.3%	-4.5%&-14.5%
CC12CCC(=O)C=C1CCC1C2CCC2(C)C1CC[C@]2(O)C(=O)CO (stereo partly drawn)	-16.4%	3.8%	-24.5%
C/C=C(/C)C(=O)O[C@@H]1c2cc(OC)c(OC)c(OC)c2-c2c(cc3c(c2OC)OCO3)C[C@H](C)[C@]1(C)O	?	3.5%	-24.4%
C/C(=N\O)c1ccc(OCC(=O)N2CCCCC2)cc1	-7.3%	.	-3.9%
CNC1CCCN(c2c(F)cc3c(=O)c(C(=O)O)cn(C4CC4)c3c2OC)C1 (stereo not drawn)	-21.4%	.	-16.3%
Cc1ccc(Nc2nc3ccccc3c3nnc(C)n23)c(C)c1	8.2µM*	8.5%	11.6µM*
COc1ccc(CN2CCN(C(c3ccc(F)cc3)c3ccc(F)cc3)CC2)c(OC)c1OC	2.91µM*	6.4%	2.59µM*
CC(C)[C@@H]1CC[C@@H](C)CC1=O	-17.1%	.	-15.4%
O=P(O)(O)OC(CO)CO	-0.7%	7.5%	2.8%
COc1ccc(CNC(=O)Nc2ccc3c(c2)N(C)C(=O)c2ccccc2S3)cc1OC	?	5.7%	?
Cc1cccc2c1NC(=O)/C2=C\C(=O)c1cccs1	4.61µM*	4.7%	4.61µM*
O=C(Nc1ccc(C(=O)O)c(O)c1)c1ccccc1	-20.5%&-1.6%	0.0%	-0.2%&4.3%
Cc1[nH]c2ccccc2c1/C=N/NC(N)=S	6.6%	5.0%	-5.4%
COc1ccc(/C=C/C(=O)O)cc1	?	0.5%&5.6%&6.4%	9.1%&-13.1%

Some of these compounds in order of length of the SMILES, largest number first:
SMILES	DT40 TDP1 no CPT	TDP1 inh	TDP1 cell CPT
COc1c(O)cc2c(c1O)[C@@H]1O[C@H](CO)[C@@H](O)[C@H](O)C1OC2=O (stereo partly drawn)	-4.2%	.	-5.6%
CC(C)(CO)C(O)C(=O)NCCCO (stereo not drawn)	2.8%	.	-9.5%
O=C(O)/C=C/c1ccc(O)cc1	23.5%	.	1.2%

The list continues:
SMILES	DT40 TDP1 no CPT	TDP1 inh	TDP1 cell CPT
Cc1ccccc1Cc1c(C)nc2c(-c3ccccc3)c(C)[nH]n2c1=O	20.6µM*	8.4%	?
Cc1cccc2nc(-c3ccccn3)c(Nc3ccccc3)n12	4.11µM*	10.9%	4.11µM*
Cc1ccc(NC(=O)Cn2c(=O)n(CCC(=O)N3CCc4ccccc4C3)c(=O)c3ccccc32)c(C)c1	23.1µM*	-2.7%	20.6µM*
CC1CC2C3CC(F)C4=CC(=O)C=C[C@@]4(C)[C@@]3(F)C(O)C[C@]2(C)[C@]1(O)C(=O)COC(=O)C(C)(C)C (stereo partly drawn)	?	2.3%[56.1 µM]	-0.4%
Cc1ccccc1C(=O)Nc1cccc(-c2nc3cccnc3s2)c1	18.4µM*	5.7%	?
CC(=O)Nc1ccccc1	1.9%&-2.7%&-0.1%	-0.4%&11.5%&7.6%	-8.3%&-0.6%&-3.9%
CCCOC(=O)c1ccc(O)cc1	?	0.0%&9.9%&15.5%	15.4%
NS(=O)(=O)c1cc(-c2nn[nH]n2)c(NCc2cccs2)cc1Cl	-25.0%	.	4.9%
CCCCNC(=O)[C@@H]1Cc2ccccc2N1C(=O)[C@H](N)CC	?	.	-10.9%
Cn1c(=O)c2c(ncn2CCO)n(C)c1=O	8.0%&-19.8%&-6.8%	5.8%	-4.1%&18.0%&12.4%
CC1(C)OC2CC3C4CC(F)C5=CC(=O)C=C[C@@]5(C)[C@@]4(F)C(O)C[C@@]3(C)[C@]2(C(=O)CO)O1 (stereo partly drawn)	1.1%	17.8%	-13.1%
O=C(NN1CCCC1)NS(=O)(=O)c1ccc(Cl)cc1	-12.6%	.	8.1%
COc1ccc2ccc(=O)oc2c1	?	-7.3%[56.1 µM]	?
Cc1cccc(C)c1NC(=O)C1CCCCN1C (stereo not drawn)	-2.5%&-27.9%	2.7%	?
O=c1cc(-c2ccc(O)cc2)oc2cc(O[C@@H]3O[C@H](CO)[C@@H](O)[C@H](O)[C@H]3O[C@@H]3OC[C@](O)(CO)[C@H]3O)cc(O)c12	27.2%	2.7%	-3.8%
COc1ccc(-c2cc(=O)c3c(O)c(OC)c(OC)c(OC)c3o2)cc1OC	?	18.0%[56.1 µM]	?
Cc1cccc(NC(c2ccccc2F)c2ccc3ccc(C)nc3c2O)n1 (stereo not drawn)	23.1µM*	7.6%	?
COc1ccc(S(=O)(=O)N2c3ccc(Cl)cc3[C@@](O)(c3ccccc3Cl)[C@H]2C(=O)N2CCC[C@@H]2C(N)=O)cc1OC	?	.	?

Looked up by compound from above (3):
SMILES	DT40 TDP1 no CPT	TDP1 inh	TDP1 cell CPT
CCOc1ccc(NC(=O)Cn2cc(C(=O)c3cccs3)c3ccccc32)cc1	?	6.3%	?
O=P(O)(O)OC(CO)CO	-0.7%	7.5%	2.8%
O=C(O)CNC(=O)c1ccccc1	4.0%&0.7%	-14.3%	-4.5%&-14.5%

Reprinted from the entries so far for reference:
SMILES	DT40 TDP1 no CPT	TDP1 inh	TDP1 cell CPT
COc1ccc2ccc(=O)oc2c1	?	-7.3%[56.1 µM]	?
Cc1cccc(C)c1NC(=O)C1CCCCN1C (stereo not drawn)	-2.5%&-27.9%	2.7%	?
O=c1cc(-c2ccc(O)cc2)oc2cc(O[C@@H]3O[C@H](CO)[C@@H](O)[C@H](O)[C@H]3O[C@@H]3OC[C@](O)(CO)[C@H]3O)cc(O)c12	27.2%	2.7%	-3.8%
COc1ccc(-c2cc(=O)c3c(O)c(OC)c(OC)c(OC)c3o2)cc1OC	?	18.0%[56.1 µM]	?
Cc1cccc(NC(c2ccccc2F)c2ccc3ccc(C)nc3c2O)n1 (stereo not drawn)	23.1µM*	7.6%	?
COc1ccc(S(=O)(=O)N2c3ccc(Cl)cc3[C@@](O)(c3ccccc3Cl)[C@H]2C(=O)N2CCC[C@@H]2C(N)=O)cc1OC	?	.	?

The list is partial (hit frequency here may not be typical).
